FadD28 FP inh: blocks FadD28 binding to the bisubstrate probe | fluorescence polarization | inhibition, % at 12.5 µM | 360,000 tested, 0.22% active | AID 588549; in the data active = inhibition above about 8.5%, passing the limit was not always enough; inconclusive = no clear call, values can overlap the other calls
BoNT A protease: inhibitors of Botulinum neurotoxin A light chain protease. 360,000 tested, 0.17% active. inhibition, % at 10 µM. multiplex microsphere protease substrate cleavage, flow cytometry; note: plate controls were buffer without enzyme for full effect and enzyme alone for no effect
PfHsp40 rescue: restores yeast growth despite PfHsp40 toxicity; S. cerevisiae expressing PfHsp40, growth rescue, ATP luminescence; growth rescue, % at 12.5 µM; 340,000 tested, 0.68% active; in the data active = growth rescue above about 28%, passing the limit was not always enough; inconclusive = no clear call, values can overlap the other calls;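 note: yeast W303a lacking pdr1 and pdr3 grown in galactose medium; growth measured after three days at 30 °C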
PrPC TRFRET: reduces human prion protein on the cell surface | P04156 | AID 720596 | 370,000 tested, 0.43% active | cell surface PrPC, TR-FRET read-out | inhibition, % at 13.8 µM; in the data active = inhibition above about 24%; note: 0% = median of the test wells and 100% = reference compound wells
Y pestis TopoI: inhibitors of Yersinia pestis topoisomerase I. Y. pestis Topo-I cleavage product accumulation, plate reader. 360,000 tested, 0.064% active. activity, % at 10 µM; in the data active = activity above about 50%, passing the limit was not always enough; inconclusive = no clear call, values can overlap the other calls; note: inactives centre near 2
CCHFV vOTU inh: CCHFV vOTU protease inhibition | Pep-AMC fluorescence | inhibition, % at 11.5 µM | 370,000 tested, 0.55% active | AID 651958; in the data active = inhibition above about 30%; note: 0% = vehicle wells with enzyme and 100% = no enzyme wells
BoNT F protease: BoNT F light chain protease inhibition; Multiplex microsphere protease cleavage assay, flow cytometry; inhibition, % at 10 µM; 360,000 tested, 0.22% active; AID 588497; in the data active = inhibition above about 35%, passing the limit was not always enough; inconclusive = no clear call, values can overlap the other calls; note: plate controls were buffer without enzyme for full effect and enzyme alone for no effect
Anthrax LF prot: inhibitors of Bacillus anthracis lethal factor protease; multiplex microsphere protease cleavage assay, LF; P15917; inhibition, % at 10 µM; 360,000 tested, 0.12% active; AID 588501; note: plate controls were buffer without enzyme for full effect and enzyme alone for no effect
TcdB GH inh: blocks C. difficile toxin B glycohydrolase activity. P18177. TcdB glycohydrolase enzymatic assay, plate reader. inhibition, % at 9.99 µM. 350,000 tested, 0.24% active. AID 652162; in the data active = inhibition above about 10%
Target sequence (P18177 whole entry, looked up): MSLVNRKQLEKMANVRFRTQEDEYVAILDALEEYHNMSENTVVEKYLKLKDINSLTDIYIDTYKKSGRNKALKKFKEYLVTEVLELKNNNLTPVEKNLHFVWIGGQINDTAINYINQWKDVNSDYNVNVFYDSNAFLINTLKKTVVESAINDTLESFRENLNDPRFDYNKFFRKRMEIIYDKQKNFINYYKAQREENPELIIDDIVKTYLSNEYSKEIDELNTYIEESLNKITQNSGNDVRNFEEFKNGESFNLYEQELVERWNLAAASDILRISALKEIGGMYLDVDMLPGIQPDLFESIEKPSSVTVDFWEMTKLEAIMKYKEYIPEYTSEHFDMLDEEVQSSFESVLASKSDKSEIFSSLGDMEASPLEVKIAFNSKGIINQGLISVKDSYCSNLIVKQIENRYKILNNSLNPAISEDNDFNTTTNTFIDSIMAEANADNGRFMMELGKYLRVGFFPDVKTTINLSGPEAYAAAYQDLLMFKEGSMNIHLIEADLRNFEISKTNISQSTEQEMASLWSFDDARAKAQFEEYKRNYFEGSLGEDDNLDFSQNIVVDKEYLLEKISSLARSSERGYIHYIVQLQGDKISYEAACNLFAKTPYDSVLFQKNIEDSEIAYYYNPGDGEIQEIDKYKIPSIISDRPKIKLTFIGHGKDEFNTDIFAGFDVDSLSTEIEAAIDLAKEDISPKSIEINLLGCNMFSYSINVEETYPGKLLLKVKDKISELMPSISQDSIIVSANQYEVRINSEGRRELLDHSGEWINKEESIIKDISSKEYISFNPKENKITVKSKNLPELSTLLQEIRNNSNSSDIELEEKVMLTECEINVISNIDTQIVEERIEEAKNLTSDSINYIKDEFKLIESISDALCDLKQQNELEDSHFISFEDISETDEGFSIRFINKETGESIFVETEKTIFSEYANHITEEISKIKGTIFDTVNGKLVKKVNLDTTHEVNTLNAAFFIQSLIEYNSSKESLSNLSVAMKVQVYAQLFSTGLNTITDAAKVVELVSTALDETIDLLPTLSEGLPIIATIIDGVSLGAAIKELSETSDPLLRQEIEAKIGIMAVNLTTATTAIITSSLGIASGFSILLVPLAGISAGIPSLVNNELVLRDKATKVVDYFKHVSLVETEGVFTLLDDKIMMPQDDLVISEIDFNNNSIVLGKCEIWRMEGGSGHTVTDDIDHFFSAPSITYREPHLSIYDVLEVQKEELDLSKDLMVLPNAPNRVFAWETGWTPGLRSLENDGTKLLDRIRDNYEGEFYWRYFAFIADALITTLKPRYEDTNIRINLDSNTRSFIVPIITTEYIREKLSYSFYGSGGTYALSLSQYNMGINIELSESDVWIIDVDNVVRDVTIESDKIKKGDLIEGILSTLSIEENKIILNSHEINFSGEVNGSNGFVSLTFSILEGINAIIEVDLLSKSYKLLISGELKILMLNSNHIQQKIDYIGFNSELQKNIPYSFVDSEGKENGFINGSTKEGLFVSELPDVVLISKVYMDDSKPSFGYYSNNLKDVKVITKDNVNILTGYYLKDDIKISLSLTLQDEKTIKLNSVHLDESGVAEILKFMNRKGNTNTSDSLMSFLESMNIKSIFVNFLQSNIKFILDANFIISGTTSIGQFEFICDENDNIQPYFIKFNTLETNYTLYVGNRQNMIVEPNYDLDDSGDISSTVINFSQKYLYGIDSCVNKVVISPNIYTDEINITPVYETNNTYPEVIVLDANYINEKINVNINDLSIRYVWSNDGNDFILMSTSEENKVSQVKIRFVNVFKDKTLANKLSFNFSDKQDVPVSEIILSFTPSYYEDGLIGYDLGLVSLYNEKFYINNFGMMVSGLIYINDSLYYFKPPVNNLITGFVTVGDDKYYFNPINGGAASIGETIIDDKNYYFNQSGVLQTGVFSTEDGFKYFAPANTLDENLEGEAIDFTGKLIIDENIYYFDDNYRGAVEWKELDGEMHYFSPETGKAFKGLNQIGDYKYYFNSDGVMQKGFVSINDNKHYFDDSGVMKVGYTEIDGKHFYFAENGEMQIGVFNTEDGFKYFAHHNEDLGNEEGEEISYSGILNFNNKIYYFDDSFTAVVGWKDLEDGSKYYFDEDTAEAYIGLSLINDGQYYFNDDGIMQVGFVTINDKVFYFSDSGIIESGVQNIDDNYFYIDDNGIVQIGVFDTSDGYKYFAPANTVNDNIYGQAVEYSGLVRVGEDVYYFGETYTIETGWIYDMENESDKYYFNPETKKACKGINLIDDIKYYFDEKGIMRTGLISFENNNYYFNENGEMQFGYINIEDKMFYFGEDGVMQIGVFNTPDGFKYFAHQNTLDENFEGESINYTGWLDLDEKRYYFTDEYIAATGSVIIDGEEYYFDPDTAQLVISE
The depositor's hits bear a star; ? = inconclusive; . = no result given. Cut-off read from the data, not from the text of the source, unless noted: active = inhibition above about 30%; inconclusive = no clear call, values can overlap the other calls; inactive = below that.

SMILES	FadD28 FP inh	BoNT A protease	PfHsp40 rescue	PrPC TRFRET	Y pestis TopoI	CCHFV vOTU inh	BoNT F protease	Anthrax LF prot	TcdB GH inh
Cn1ncc(Cl)c1C(=O)Nc1ccc2c(c1)CCC2	-0.7	0.3	-1.2	-3.8	18.5	5.9	9.9	1.4	2.7
COc1ccc(-c2cc(C)no2)cc1S(=O)(=O)N1CCN(c2ccc([N+](=O)[O-])cc2)CC1	-0.3	0.6	-1.2	-6.2	5.0	8.1	-5.4	-0.8	1.1
CCC(C)n1c(=O)c2sccc2n2c(CCCC(=O)N3CCC(C(N)=O)CC3)nnc12 (stereo not given)	1.8	-1.0	-0.8	0.2	-13.1	4.0	-7.7	-3.5	-0.2
O=C(Nc1ccccc1)c1c(F)cccc1F	-0.1	1.1	0.6	-3.4	2.7	9.4	-4.6	-1.9	0.4
C=CCOC(=O)/C(=C/c1ccco1)NC(=O)/C=C/c1ccccc1	-2.0	-0.4	0.9	-9.3	-9.4	11.2	-3.5	-1.2	.
CC(=O)c1c(C)[nH]c(C(=O)OCc2ccc([N+](=O)[O-])cc2)c1C	0.2	0.6	-1.1	1.3	-0.2	12.2	12.4	-1.5	1.4
O=C(NC[C@@H]1CC[C@@H](Cc2ccc(-c3ccccc3)cc2)O1)Nc1ccc(Br)cc1	-4.6	0.1	-0.6	5.2	14.6	-3.6	2.0	0.5	0.5
Cc1cc(=O)oc2ccc(OCC(=O)O)cc12	2.0	0.8	-0.6	4.8	-1.0	0.6	-1.0	-6.5	.
CC(C)(C)n1nc(C2CC2)cc1NC(=O)Nc1ccc(Cl)cc1	-0.2	-0.5	0.9	-3.0	-6.9	4.7	9.0	1.5	0.1
Clc1ccc(Sc2cc(N3CCOCC3)nc(-c3ccccc3)n2)cc1	-1.8	0.3	-2.3	-4.7	1.8	-5.3	-0.8	-1.0	.
O=C(CSc1nc2ccccc2o1)c1ccc2c(c1)OCCO2	-2.8	-0.4	-1.7	-3.8	-2.0	6.7	-4.4	-0.1	.
O=C(O)c1cccc(NC(=O)c2ccccc2)c1	-2.2	2.0	-0.3	1.9	3.1	9.7	9.8	-1.1	1.5
CCOC(=O)C(=O)/C(=C\N(C)C)c1onc(-c2c(F)cccc2Cl)c1C(=O)OC	-4.1	-0.1	-1.0	3.1	-6.3	9.1	5.0	2.8	.
CCCCNC(=O)c1ccc2c(SCC(=O)O)c3c(nc2c1)CCCC3	-2.0	1.0	-0.1	-1.0	0.1	-2.8	5.4	-1.9	.
O=C(CSc1nc2ccc(NC(=O)C3CCCCC3)cc2s1)NCC1CCCO1 (stereo not given)	-1.9	-0.2	-0.6	5.0	-5.9	-1.9	-0.8	-1.2	.
CC1=C(C(=O)OC(C)C)C(c2ccc(O)cc2)NC(=O)N1 (stereo not given)	-3.9	-2.6	-1.6	-4.4	7.6	9.5	-13.6	5.5	1.2
COc1ccc(C2=NOC3(CC(=O)N(c4ccc(F)cc4)C3=O)C2)cc1 (stereo not given)	0.4	1.0	-0.6	7.6	4.1	0.5	?	-3.3	0.4
O=C(Nc1cccnc1)c1cccs1	-0.1	-2.4	-0.8	.	-0.1	.	-12.0	-0.2	1.0
CC(=O)OCCN(CCOC(C)=O)c1c(C)[nH]c(=O)[nH]c1=O	-3.0	-1.4	0.6	3.4	-1.9	-7.3	-0.8	-0.3	1.2
Nc1ccc(N2CCCCC2)c2nonc12	1.9	33.2*	1.8	-1.6	-8.2	110.6*	-21.9	8.8	1.0
CN(C(=O)COC(=O)c1cccnc1Nc1ccccc1F)C1CCS(=O)(=O)C1 (stereo not given)	2.3	0.2	-1.0	-6.2	-1.2	-7.5	-2.0	1.7	1.0
COc1cccc(-c2cnc3c(NC(C)=O)cc(-c4ccc(S(C)(=O)=O)cc4)cn23)c1	-9.7	-0.2	.	-18.5	13.4	-9.8	-0.3	-8.8	1.4
Cc1ccc2oc(=O)c3cc(C(=O)NCCN4CCN(C)CC4)sc3c2c1	-5.1	0.3	-0.1	-8.1	3.0	4.0	-0.3	2.3	1.2
Cn1c(SCC(=O)NCC2CCCO2)nc2c(c1=O)SCC2 (stereo not given)	-3.7	0.6	-0.6	-1.2	6.3	-2.0	8.8	-2.5	0.7
O=C(CSc1nc(-c2ccc(Cl)cc2)[nH]c(=O)n1)Nc1cccc(Cl)c1	0.6	.	3.0	4.5	3.2	21.1	.	.	-0.4
Next compounds follow.
SMILES	FadD28 FP inh	BoNT A protease	PfHsp40 rescue	PrPC TRFRET	Y pestis TopoI	CCHFV vOTU inh	BoNT F protease	Anthrax LF prot	TcdB GH inh
CCN(CC)c1ccc(NC(=O)c2cncc(Br)c2)cc1	0.6	0.8	-0.1	2.1	-12.9	5.8	-0.9	-2.5	.
CCOc1cc(/C=C2\NC(=O)NC2=O)cc([N+](=O)[O-])c1O	2.0	1.1	1.1	-33.5	-5.3	2.8	-3.2	-0.5	-0.6
Cc1ccc(-c2nc(CS(=O)CC(=O)NCCC(C)C)c(C)o2)cc1 (stereo not given)	-2.1	0.6	0.3	.	19.6	.	-6.0	-13.8	0.7
CC(C(=O)N1CCOCC1)c1ccc([N+](=O)[O-])cc1 (stereo not given)	0.8	0.1	-0.5	-11.8	-0.9	-2.5	0.5	-1.5	0.2
CC(O)[C@H]1CC[C@H]2[C@@H]3CC[C@H]4C[C@@H](O)CC[C@]4(C)[C@H]3/C(=N/O)C[C@]12C (stereo not given in full)	0.3	0.1	1.6	-5.3	24.1	7.5	-1.4	2.0	0.1
CCN[C@H]1CN(CCCOC)S(=O)(=O)c2sc(S(N)(=O)=O)cc21	-2.2	-1.4	-0.5	5.2	-0.5	1.7	-11.4	-5.5	-0.2
COC(=O)C1=C(c2ccc(F)cc2F)C[C@@H]2CC[C@H]1N2C(=O)NCc1ccc(F)cc1	-1.7	-0.4	1.3	6.4	12.8	7.6	-0.2	-5.3	1.6
Cn1nc(-c2ccc(OCC(N)=O)cc2)c2ccccc2c1=O	1.0	0.6	0.0	-1.1	-1.1	-3.9	-1.3	2.5	.
CCCCOc1ccccc1-c1ccccc1CN1[C@@H](C(C)C)COCCS1(=O)=O	-3.7	-0.1	1.0	17.7	8.5	7.2	-0.3	1.5	0.2
O=C(CN1C(=O)CC(c2ccccc2)S(=O)(=O)c2ccccc21)NC1CCCC1 (stereo not given)	-0.6	-0.9	-0.5	12.0	-0.1	1.3	-1.5	-4.8	-0.9
CC(C)CCn1c(Cl)nc2c1c(=O)n(C)c(=O)n2C	-2.8	0.0	0.3	10.1	1.6	12.2	-3.7	3.1	.
CCOc1ccccc1NC(=O)NC1(C(=O)N2CCOCC2)CCCCC1	1.2	0.3	-0.2	1.9	9.8	1.5	9.9	-1.2	.
Cc1ccc(C(=O)Nc2ccc(C(=O)O)cc2)cc1S(=O)(=O)Nc1cccc([N+](=O)[O-])c1	-7.1	0.2	0.4	-1.4	0.7	-2.8	-0.5	-1.1	0.0
COc1cc(CC(=O)OCC(=O)c2c[nH]c3ccccc23)cc(OC)c1OC	-0.9	50.2*	-0.5	-4.3	0.3	11.7	-13.1	24.6	1.2
COc1ccc(C(=O)/C=C/c2cccs2)c(OC(=O)N2CCOCC2)c1	-2.8	0.4	-0.6	6.4	5.3	9.3	1.9	1.0	1.4
O=C(NC(=S)Nc1ccc2oc(=O)ccc2c1)c1cc2ccccc2o1	-1.0	1.4	0.5	2.6	-1.2	-0.9	18.2	7.1	0.2
CCOC(=O)C(C#N)(Cc1ccc2ccccc2n1)Cc1ccc2ccccc2n1	-3.9	-0.7	10.3	4.2	32.6	8.4	-2.8	-1.0	2.0
CN(C)c1nc(-c2ccccc2)c2cnn(Cc3ccccc3)c2n1	-6.5	4.3	2.0	-8.7	30.8	-20.5	-3.8	-2.9	0.6
CC(=O)N/N=c1\sc2ccccc2n1C	-1.2	-0.6	1.0	6.7	-3.6	-6.5	4.0	1.4	-0.3
Cc1ccc(NC(=O)CCSc2ccccn2)cc1	-1.4	0.9	0.4	3.1	-10.1	3.4	10.2	4.0	1.3
COc1ccc(NC(=O)C23CC4CC(C2)CC(n2cnc(Br)n2)(C4)C3)c(OC)c1	-1.0	-0.7	0.1	-6.4	-5.4	2.0	-12.7	-7.0	.
CCOc1c(Cl)cc(CNCCc2c[nH]c3ccccc23)cc1OC	-5.6	0.1	0.9	-10.0	-18.7	-7.8	-23.5	-9.4	1.8
O=C(NCn1ccc(=O)[nH]c1=S)c1ccccc1	0.3	-0.1	-1.0	0.1	-1.6	1.2	-2.5	0.6	.
CCCOc1ccc(C(=O)c2nc3c(n2O)CCCCC3)cc1	-2.2	0.7	0.2	-3.2	7.1	4.0	-5.4	3.9	.
O=S(=O)(NCc1cccnc1)c1ccc(Cl)s1	-1.2	-0.9	-1.4	.	1.2	.	-11.0	-0.9	.

Reprinted from the listing for reference:
SMILES	FadD28 FP inh	BoNT A protease	PfHsp40 rescue	PrPC TRFRET	Y pestis TopoI	CCHFV vOTU inh	BoNT F protease	Anthrax LF prot	TcdB GH inh
CCN(CC)c1ccc(NC(=O)c2cncc(Br)c2)cc1	0.6	0.8	-0.1	2.1	-12.9	5.8	-0.9	-2.5	.
CCOc1cc(/C=C2\NC(=O)NC2=O)cc([N+](=O)[O-])c1O	2.0	1.1	1.1	-33.5	-5.3	2.8	-3.2	-0.5	-0.6
Cc1ccc(-c2nc(CS(=O)CC(=O)NCCC(C)C)c(C)o2)cc1 (stereo not given)	-2.1	0.6	0.3	.	19.6	.	-6.0	-13.8	0.7
CC(C(=O)N1CCOCC1)c1ccc([N+](=O)[O-])cc1 (stereo not given)	0.8	0.1	-0.5	-11.8	-0.9	-2.5	0.5	-1.5	0.2

(more compounds)
SMILES	FadD28 FP inh	BoNT A protease	PfHsp40 rescue	PrPC TRFRET	Y pestis TopoI	CCHFV vOTU inh	BoNT F protease	Anthrax LF prot	TcdB GH inh
CCOC(=O)c1csc(NC(=O)CSc2nnnn2-c2ccc(OC)cc2)n1	-2.6	-0.6	-0.4	-1.5	2.0	0.6	0.0	3.8	.
CCN(CC)S(=O)(=O)c1ccc(-c2nnc(SCC(=O)Nc3ccc4c(c3)OCO4)o2)cc1	2.6	-0.3	-1.0	9.1	1.8	4.6	5.5	-2.9	0.2
C=C[C@@H]1c2cccc(C)c2N(S(=O)(=O)c2ccc(C)cc2)[C@H](c2ccccc2)C1(C#N)S(=O)(=O)c1ccccc1 (stereo not given in full)	-2.3	0.4	-1.6	4.0	1.8	-1.6	-6.7	-2.8	1.6
COc1ccc(CNC(=O)C2(C)Cc3c(-c4cccc(NC(C)=O)c4)ccnc3O2)cc1OC (stereo not given)	-2.0	0.0	.	-5.5	10.7	-5.2	-2.3	-3.0	0.1
CC(=C/c1ccc(C(C)C)cc1)/C=N/NC(=O)c1ccncc1	-2.2	0.1	-1.7	-0.1	22.2	9.9	-3.7	-1.4	-0.4
Cc1ccc2nc(N3CCN(C(=O)c4ccco4)CC3)sc2c1	-1.3	-3.3	0.2	-6.7	3.6	9.2	0.6	-5.4	4.4
COc1ccc(S(=O)(=O)NCc2ccccn2)cc1NC(=O)c1ccccc1C	-1.1	3.3	0.8	6.5	-1.4	-5.1	3.0	-0.5	1.5
O=C(c1cccc(S(=O)(=O)N2CCCC2)c1)c1cccc(S(=O)(=O)N2CCCC2)c1	-1.8	-0.6	1.3	7.3	5.3	2.9	-8.6	-6.5	.
CC1(C)NC(=O)N(CCCCOc2ccc(Br)cc2Cl)C1=O	-2.7	-3.8	-2.2	6.5	16.6	7.2	-16.1	2.0	.
COc1ccc(S(=O)(=O)N(CC(=O)NCc2ccncc2)c2ccc(C)cc2)cc1OC	-2.6	0.5	1.6	3.9	5.6	11.4	13.6	-8.4	0.4
Cc1cc(Cl)c2oc(C(=O)N(C)CC3CCOCC3)c(C)c2c1	-2.2	-0.4	-1.3	-0.8	17.6	-7.3	1.4	2.0	1.8
CSc1ccc(CN(C)C(=O)CSCC(=O)Nc2cc(C)on2)cc1	0.5	0.2	0.2	1.9	18.9	-5.8	-2.8	2.8	1.7
COc1ccc2c(c1OC)C(=O)N(c1ccc3c(c1)CCC3)C2=O	0.5	0.8	1.8	-3.8	-6.6	-10.1	8.2	1.5	.
CCCCn1c(=O)c(C(=O)NCCc2ccccc2)c(O)c2ccccc21	-0.5	-3.7	9.1	-4.0	5.7	7.8	-14.0	-1.0	2.1
CCN1CCN(c2nc(NCCO)c3ccccc3n2)CC1	0.1	.	0.3	-6.2	2.6	-33.6	.	.	0.5

High-throughput results: PubChem BioAssay, several laboratories
